Compound activity deposited in PubChem by National Center for Advancing Translational Sciences (NCATS).
S3 lipid droplet: qHTS Assay for Lipid Storage Modulators in Drosophila S3 Cells; 320,000 tested, 0.64% active; Drosophila S3 cells, BODIPY lipid droplet fluorescence, 18-24 h; cells fed with added oleic acid; Potency in µM for hits, for the others lipid storage change, negative = inhibition, % at the top dose, mostly 46.1 µM; AID 2685, 2010; active means well fitted inhibition curve with a large enough effect in the signal ratio, with a control signal flat, not every such curve was filed as active; inconclusive means small, poorly fitted or top-dose-only effect, or effect the other way, or a change in a side signal; the % refers to the signal ratio
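Drosophila S3 cells got compounds at several concentrations plus oleic acid (400 uM solution). Laser-scanning cytometry with 488 nm excitation read lipid droplets at 500-530 nm and cells at 575-640 nm. Percent activity was relative to 20 uM Triacsin C.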
S3 lipid droplet cell count max: recorded beside S3 lipid droplet, whose call it bears; cell number change, %; measured here: cell count max response;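 cells counted by Cell Tracker Red CMTPX staining in the red channel; peak over a dose series mostly up to 46.1 µM; percent activity relative to internal control wells on each plate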
* hit, by the source's call; [ ] = remark or other dose. On the % scale 0 is the no-effect control and ±100 the full control effect; potency means the concentration at half of the fitted maximal effect. Some of the compounds tested. The share of hits here may be higher or lower than overall.

For CC(=O)N1CCN(CC(=O)Nc2ccc3c(c2)CCC3)CC1 the results were S3 lipid droplet 6% and S3 lipid droplet cell count max 7.
`CN(CCOc1ccc(Cl)cc1)C(=O)C1CCN(C(=O)c2ccc(Cl)cc2)CC1` gave S3 lipid droplet -15% and S3 lipid droplet cell count max 15.
Screening NC(=O)CSc1nnc(SCc2ccc(F)cc2)s1 returned S3 lipid droplet 16% and S3 lipid droplet cell count max 5.
O=C(COc1nncc2ccccc12)Nc1c(F)c(F)c(F)c(F)c1F was read as S3 lipid droplet inconclusive.
`CC1(c2ccccc2)NC(=O)N(NC(=O)COC(=O)c2cc(Br)ccc2O)C1=O` (stereo not given) gave S3 lipid droplet inconclusive.
Screening Cc1ccccc1N1CCN(CCCCN2C(=O)C3CCCN3C2=O)CC1 (stereo not given) returned S3 lipid droplet 13% and S3 lipid droplet cell count max 18.
`O=C1CCCC(=O)C1Sc1ccc(Cl)cc1` gave S3 lipid droplet inconclusive.
For CN1CCCN(C(=O)c2c(F)cccc2Cl)CC1 the results were S3 lipid droplet 1.6µM* and S3 lipid droplet cell count max -3.3*.
`COc1cccc(-c2nn(C)c3sc(C(=O)N4CCOCC4)cc23)c1` gave S3 lipid droplet inconclusive.
`Cc1ccc(NC(=O)CSc2nc3ccccc3c(=O)n2CCCC(=O)NCC2CCCO2)cc1` (stereo not given) gave S3 lipid droplet inconclusive.
For O=C(Nc1ccccc1-c1ccccc1)C(c1ccccc1)c1ccccc1 the results were S3 lipid droplet 13% and S3 lipid droplet cell count max 21.
For CCN1/C(=C/C=C/C=C/C=C/c2sc3ccccc3[n+]2CC)Sc2ccccc21 the results were S3 lipid droplet inconclusive.
Screening CCN1CCN(S(=O)(=O)c2ccc(-c3cc(C)no3)s2)CC1 returned S3 lipid droplet inactive and S3 lipid droplet cell count max 3.
`O=C(COc1ccccc1F)NNC(=O)Cc1ccc(S(=O)(=O)N2CCOCC2)s1` gave S3 lipid droplet inconclusive.
Screening COc1ccc(NC(=S)NCCN2CCC(C)CC2)cc1 returned S3 lipid droplet inconclusive.
CCOC(=O)C1CCCN(C(=S)NC(=O)/C=C/c2ccc(F)cc2)C1 (stereo not given) was read as S3 lipid droplet inconclusive.
Screening Cc1ccccc1-n1c(C)cc(/C=N/NC(=O)c2ccc(CN3CCOCC3)cc2)c1C returned S3 lipid droplet inconclusive.
`CCOc1ccc(OCc2ccc(C(=O)N3N=C(C(F)F)CC3(O)C(F)F)o2)cc1` (stereo not given) gave S3 lipid droplet inconclusive.
Screening CCC(=O)c1ccc(OCC(=O)OCC(=O)Nc2ccc(C)c(S(=O)(=O)N3CCCCC3)c2)cc1 returned S3 lipid droplet inconclusive.
For CC1(C)Cc2c(cnn2-c2cccc(F)c2)C(NC(=O)c2cc[n+]([O-])cc2)C1 (stereo not given) the results were S3 lipid droplet -7% and S3 lipid droplet cell count max -6.

Molecules from the list above containing an aryl methoxy group (2):
`COc1cccc(-c2nn(C)c3sc(C(=O)N4CCOCC4)cc23)c1` gave S3 lipid droplet inconclusive.
Screening COc1ccc(NC(=S)NCCN2CCC(C)CC2)cc1 returned S3 lipid droplet inconclusive.

Next records follow:
COc1ccc(Cn2c(C(F)(F)F)ccc(C(N)=O)c2=O)cc1 was read as S3 lipid droplet 2% and S3 lipid droplet cell count max -26.
Screening Cc1cc(C)cc(Oc2nc(-c3ccccc3)cc(C)c2S(C)(=O)=O)c1 returned S3 lipid droplet inactive.
`CN1CCC(=O)N([C@H](CO)c2ccccc2)CC1` gave S3 lipid droplet inconclusive.
Screening O=C(NNC1=NS(=O)(=O)c2ccccc21)C1CC(=O)N(c2ccccc2)C1 (stereo not given) returned S3 lipid droplet 0%.
For CCc1c(C)sc(NC(=S)Nc2cccnc2)c1C(=O)OC the results were S3 lipid droplet inconclusive.
`Cc1cccc(NC(=O)CNC(=O)c2ccccc2Cl)n1` gave S3 lipid droplet -1% and S3 lipid droplet cell count max 24.
Cc1ccc(C(=O)O/N=C2\CCCc3ccccc32)cc1 was read as S3 lipid droplet inconclusive.
Screening NC(=O)[C@@H]1CCNc2c(I)cc([N+](=O)[O-])cc2C(=O)N[C@@H](CCC(=O)O)C(=O)N[C@@H](CO)C(=O)N1 returned S3 lipid droplet inconclusive.
`Cn1c(=O)[nH]c(=O)c2c1nc(Br)n2CC(O)COc1ccc(Cl)cc1` (stereo not given) gave S3 lipid droplet inconclusive.
For Cc1cc(NS(=O)(=O)N(C)C)ccc1C(C)C the results were S3 lipid droplet inconclusive.
CC(=O)NC(=S)Nc1ccc(S(=O)(=O)Nc2nc(C)cc(C)n2)cc1 was read as S3 lipid droplet inconclusive.
COC(=O)C(C(=O)OC)c1ccccc1[N+](=O)[O-] was read as S3 lipid droplet inconclusive.
For CCC(=O)Nc1ccc(-c2cc(-c3ccccc3)nc(-c3ccc(NC(=O)CC)cc3)n2)cc1 the results were S3 lipid droplet -12% and S3 lipid droplet cell count max -20.
Screening CC1(C)CC(=O)c2cnc(NC(=O)c3ccco3)nc2C1 returned S3 lipid droplet 24% and S3 lipid droplet cell count max 44.
For S=c1[nH]ncn1/N=C/c1cccs1 the results were S3 lipid droplet -11% and S3 lipid droplet cell count max -7.
`COc1ccccc1-c1nn2c(=O)cc(C)nc2s1` gave S3 lipid droplet inconclusive.
For CCOC(=O)CNC(=O)Nc1nnc(-c2ccc(OCC)cc2)o1 the results were S3 lipid droplet inconclusive.
O=C(COC(=O)/C=C/c1cccc(Br)c1)NCCc1ccccc1 was read as S3 lipid droplet inconclusive.
CCCCC(=O)Nc1cccc(-c2nc3ncccc3o2)c1 was read as S3 lipid droplet 19% and S3 lipid droplet cell count max 0.
For COc1ccc(-c2cc(C(=O)N(C)Cc3ccccc3F)c3ccccc3n2)cc1OC the results were S3 lipid droplet inconclusive.
Screening C/C(=N\Nc1nc(C)cc(-c2ccccc2)n1)c1ccc(C)o1 returned S3 lipid droplet -8% and S3 lipid droplet cell count max -9.
For COc1ccc(CN2CCNC(=O)C2CC(=O)NC2CCCC2)c(OC)c1 (stereo not given) the results were S3 lipid droplet inconclusive.
COc1ccc(OC(=O)c2ccc(Cl)cc2)c(C(C)=O)c1 was read as S3 lipid droplet 0% and S3 lipid droplet cell count max -1.
For CCn1c(SCC(=O)NC2CCCC2)nc2c1c(=O)n(C)c(=O)n2C the results were S3 lipid droplet inconclusive.
For CCCCC(=O)Nc1cccc(C(=O)Nc2ccccc2C(=O)O)c1 the results were S3 lipid droplet inconclusive.
`CC(C)CN(C(=O)CCNC(=O)c1ccccc1Cl)C1CCS(=O)(=O)C1` (stereo not given) gave S3 lipid droplet inconclusive.
For COc1ccc(C)cc1NCc1ccc(OC)c(C)c1OC the results were S3 lipid droplet inconclusive.
Screening Cn1nc(C(=O)NC2=NCCS2)ccc1=O returned S3 lipid droplet inconclusive.
For COC(CN(C)C(=O)C1CCC(CNS(=O)(=O)c2ccc(C)cc2)CC1)OC (stereo not given) the results were S3 lipid droplet 7% and S3 lipid droplet cell count max 13.
For CN(Cc1ccccc1)CC(O)COc1ccc(CNCc2cccnc2)cc1 (stereo not given) the results were S3 lipid droplet -5% and S3 lipid droplet cell count max 13.
`CC(Sc1nnc(-c2cccnc2)o1)C(=O)NC1CCCCC1` (stereo not given) gave S3 lipid droplet inconclusive.
`C=Cc1ccc(Cn2c(=O)n(C)c(=O)c3sccc32)cc1` gave S3 lipid droplet inconclusive.
For O=C(OCc1cccc2ccccc12)c1ccc2c(=O)[nH]c(CN3CCOCC3)nc2c1 the results were S3 lipid droplet inconclusive.
For Oc1c(CN2CCCC(C(F)(F)F)C2)cc(Cl)c2ccccc12 (stereo not given) the results were S3 lipid droplet 3% and S3 lipid droplet cell count max 22.
For Fc1ccc(Oc2ncccn2)c(F)c1 the results were S3 lipid droplet -9% and S3 lipid droplet cell count max -11.
`COc1ccccc1Nc1ncccc1C(=O)NCc1ccccc1` gave S3 lipid droplet inactive.
O=C(OCCN=C1NS(=O)(=O)c2ccccc21)c1ccccc1F was read as S3 lipid droplet inconclusive.
`O=[N+]([O-])c1ccc(S(=O)(=O)NCC(c2cccnc2)N2CCc3ccccc32)cc1` (stereo not given) gave S3 lipid droplet 6%[0.0737 µM] and S3 lipid droplet cell count max -9.
Screening CCOc1ccc(CN2CCN(CC(O)Cn3c4ccccc4c4ccccc43)CC2)cc1 (stereo not given) returned S3 lipid droplet inconclusive.
`Cc1ccc(S(=O)(=O)N2CCC(C(=O)OCC(=O)N3CCCCC3C)CC2)cc1C` (stereo not given) gave S3 lipid droplet inconclusive.
`CCOC(=O)C1CCCN(C(=O)c2cc3c(=O)n4ccccc4nc3s2)C1` (stereo not given) gave S3 lipid droplet inconclusive.
Screening O=C(CSc1ccsc1[N+](=O)[O-])N1CCCCC1 returned S3 lipid droplet 0% and S3 lipid droplet cell count max 11.
CCCCc1nc(NCCO)c(C#N)c2c1CCCC2 was read as S3 lipid droplet 6%[9.22 µM] and S3 lipid droplet cell count max 13.
`Cc1ccc(SCC(=O)Nc2oc(C)c3c(C)n[nH]c(=O)c23)cc1C` gave S3 lipid droplet inconclusive.
Screening COC(=O)C1=C(C)NC(=S)NC1c1sccc1C (stereo not given) returned S3 lipid droplet inconclusive.
Screening Cc1ccnc(Nc2nc(-c3ccc(O)c(O)c3)cs2)c1 returned S3 lipid droplet inconclusive.
`CC(NCc1cc(Br)ccc1OCC(N)=O)C12CC3CC(CC(C3)C1)C2` (stereo not given) gave S3 lipid droplet 7% and S3 lipid droplet cell count max 19.
Screening CCOc1ccc(N(Cc2cc3ccc(C)cc3[nH]c2=O)C(=O)COC)cc1 returned S3 lipid droplet inconclusive.
`O=C(Oc1ccccc1)N1CCCC1` gave S3 lipid droplet -22% and S3 lipid droplet cell count max -2.
`Cc1sc2nc3c4ccccc4c(NCc4ccco4)nn3c(=O)c2c1C` gave S3 lipid droplet inconclusive.
CC(=O)c1c(N2CCN(c3ccccn3)CC2)nc(=S)n(-c2ccccc2)c1C was read as S3 lipid droplet 9%[9.22 µM] and S3 lipid droplet cell count max 15.
Screening CSCCC(NC(C)=O)C(=O)OCC(=O)N(c1ccccc1)c1ccccc1 (stereo not given) returned S3 lipid droplet 14% and S3 lipid droplet cell count max -9.
For CCOC(=O)c1c(C)nn(-c2ccc(NC(=O)c3cccs3)cc2)c1C the results were S3 lipid droplet inconclusive.
Screening CC(OC(=O)CCc1nc2ccccc2c(=O)[nH]1)C(=O)c1ccc(C(C)(C)C)cc1 (stereo not given) returned S3 lipid droplet inconclusive.
COC(=O)c1ccccc1N1C(=O)[C@@H]2C(c3ccc(F)cc3)=NO[C@@H]2C1=O was read as S3 lipid droplet -4% and S3 lipid droplet cell count max -3.
Screening O=C(CCc1ccncc1)NC1CCCc2c1cnn2-c1cc(F)cc(F)c1 (stereo not given) returned S3 lipid droplet inconclusive.
`COc1ccc(S(=O)(=O)N2Cc3ccccc3CC2C(=O)N2CCOCC2)cc1` (stereo not given) gave S3 lipid droplet 4% and S3 lipid droplet cell count max -11.
Screening COc1ccc2nc(SCC(=O)Nc3ccc4[nH]c(=O)[nH]c4c3)[nH]c2c1 returned S3 lipid droplet 11% and S3 lipid droplet cell count max 0.
`O=C(COC(=O)c1ccccc1OC(F)F)Nc1ccc(N2CCCCC2)cc1` gave S3 lipid droplet inconclusive.
CCOC(=O)C1C(c2ccccc2)N(C)OC1(O)C(F)(F)F (stereo not given) was read as S3 lipid droplet inconclusive.

Grouped by structure, the compounds so far with a nitro group on carbon.
Screening NC(=O)[C@@H]1CCNc2c(I)cc([N+](=O)[O-])cc2C(=O)N[C@@H](CCC(=O)O)C(=O)N[C@@H](CO)C(=O)N1 returned S3 lipid droplet inconclusive.
COC(=O)C(C(=O)OC)c1ccccc1[N+](=O)[O-] was read as S3 lipid droplet inconclusive.
`O=[N+]([O-])c1ccc(S(=O)(=O)NCC(c2cccnc2)N2CCc3ccccc32)cc1` (stereo not given) gave S3 lipid droplet 6%[0.0737 µM] and S3 lipid droplet cell count max -9.
Screening O=C(CSc1ccsc1[N+](=O)[O-])N1CCCCC1 returned S3 lipid droplet 0% and S3 lipid droplet cell count max 11.

(continued)
O=[N+]([O-])c1ccc(NC(=S)N2CCN(c3ccccn3)CC2)cc1 was read as S3 lipid droplet inactive and S3 lipid droplet cell count max 33.
Screening O=C(/C=C/Nc1ccc(Br)cc1F)c1ccccc1 returned S3 lipid droplet inconclusive.
`CC(C)CC1Nc2ncnc(N3CCN(c4ccccc4)CC3)c2N(Cc2ccc(Br)cc2)C1=O` (stereo not given) gave S3 lipid droplet inconclusive.
`CC1(C)Cc2c(sc3c2c2ncnn2c2nnc(SCC(=O)NCc4ccco4)n32)CO1` gave S3 lipid droplet inconclusive.
CCOc1cc(/C=N\NC(=O)OC(C)(C)C)ccc1OC(=O)c1ccco1 was read as S3 lipid droplet -4% and S3 lipid droplet cell count max -7.
For CCCCOCCCNC(=O)C1c2ccccc2Oc2ccccc21 the results were S3 lipid droplet inconclusive.
For CSCc1cc(N2CCOCC2)nc(SCc2ccc(Cl)cc2Cl)n1 the results were S3 lipid droplet inconclusive.
For CCN(CC)S(=O)(=O)c1ccc(N2CC(C(=O)NCCc3c[nH]c4ccccc34)CC2=O)cc1 (stereo not given) the results were S3 lipid droplet inconclusive.
Screening CCCNC(=O)C(=O)N/N=C/c1cccs1 returned S3 lipid droplet -8% and S3 lipid droplet cell count max 2.
`Cc1ccc(S(=O)(=O)CCC(=O)NCc2ccco2)cc1` gave S3 lipid droplet inconclusive.
For CCN(CC)S(=O)(=O)c1ccc2c(c1)oc(=O)n2CC(=O)N(C)C1CCCCC1 the results were S3 lipid droplet inactive and S3 lipid droplet cell count max -5.
Screening COCCOC(=O)c1c(C)oc2ccc(OCc3ccccc3)cc12 returned S3 lipid droplet inconclusive.
